High-throughput results (PubChem BioAssay)
Tb MetRS inh – blocks T. brucei methionyl-tRNA synthetase activity; purified T. brucei MetRS, ATP depletion, Kinase-Glo luminescence; inhibition, % at 11.9 µM; hit rate 0.4% among 360,000; AID 624268;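 active = inhibition above a per-plate cutoff of the control wells' mean inhibition plus 3 SD, cut at about 5.5% in these data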;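 also: 0% = DMSO wells median and 100% = median of wells with control inhibitor compound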
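Material – parasite MetRS enzyme · Medium – HEPES-MgCl2-KCl buffer plus DTT, spermine, BSA, pyrophosphatase · Reagent – ATP, methionine and E. coli bulk tRNA substrates · Times – 15 min enzyme-compound preincubation, 2 h reaction, 10 min detection, 25 °C · Measured by – luminescence of leftover ATP · Evaluation – percent inhibition relative to median high and low control wells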
CendR NRP1 mod – alters CendR peptide binding to human NRP-1; hit rate 0.85% among 360,000; inhibition, % at 25 µM; FAM-RPARPAR peptide binding to NRP-1, fluorescence polarization; O14786;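 active = inhibition or corrected inhibition above about 18%, plus a signal ratio from 0.5 to 1.5, limit read from the data, passing the limit was not always enough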; also: strong numbers were not always called active
NadD block – NadD (S. aureus) enzyme inhibition; purified NadD enzyme, colorimetric absorbance read-out; inhibition, % at 20 µM; hit rate 0.78% among 360,000; AID 602399; in the data active = inhibition above about 26%; also: some compounds past the cut are filed as inactive
Scp-1 inhibitor – inhibitors of human Scp-1 phosphatase | Q9GZU7 | Recombinant Scp1, phosphopeptide, malachite green phosphate absorbance | inhibition, % at 20 µM | hit rate 0.88% among 340,000 | AID 493091;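 active = inhibition above about 50% at 20 µM, limit read from the data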;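 also: plate controls were DMSO wells with enzyme for no effect and wells lacking enzyme for full effect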
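Test system: SCP-1 phosphatase catalytic domain, residues 76-261 | Compound dosing: One concentration, 20 µM, with 1.0% DMSO | Schedule: 45 min room-temperature reaction, 5 min colour, 30 min stabiliser | Detection: Absorbance at 630 nm | Read-out basis: % inhibition of SCP-1 phosphate liberation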
LMPTP block – blocks human LMPTP phosphatase; P24666; recombinant LMPTP-A, OMFP fluorogenic substrate, fluorescence intensity; inhibition, % at 20 µM; hit rate 0.22% among 360,000; AID 651560;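 active = compounds that cut the enzyme signal by at least half of the control window in the single-dose screen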;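 also: plate controls were DMSO wells with enzyme plus substrate for no effect and substrate without enzyme for full effect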
Target sequence (P24666 whole entry, looked up): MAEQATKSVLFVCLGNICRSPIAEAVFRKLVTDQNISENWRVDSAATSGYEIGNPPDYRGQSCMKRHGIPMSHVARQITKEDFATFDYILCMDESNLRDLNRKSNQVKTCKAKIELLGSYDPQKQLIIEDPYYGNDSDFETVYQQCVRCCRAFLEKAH
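Test system: LMPTP-A phosphatase enzyme. Amount: LMPTP-A at 0.625 nM final in the reaction. Reagent: OMFP substrate, 400 µM final. Times: 50 min at room temperature. Signal: endpoint fluorescence intensity from OMFP dephosphorylation. Read-out basis: % inhibition. Benchmarks: no-enzyme and uninhibited controls.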
SUMO1-SIM PPI – modulators of human SUMO1-mediated protein-protein interactions. SUMO1 binding to a labelled peptide, TR-FRET, 1 h. hit rate 0.33% among 360,000. inhibition, % at 20 µM; in the data active = inhibition above about 37%
Target sequence (P63165 whole entry, looked up): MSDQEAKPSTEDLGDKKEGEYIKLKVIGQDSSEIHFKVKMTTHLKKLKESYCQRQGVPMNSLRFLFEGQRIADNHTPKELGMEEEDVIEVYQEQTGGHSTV
DNMT1 block – blocks human DNA methyltransferase DNMT1; AID 588458; hit rate 0.83% among 360,000; P26358; inhibition (reported as % activation of signal), % at 10 µM; DNMT1 molecular beacon, Hinp1I cleavage, fluorescence; in the data active = inhibition above about 50%
SKN-1 inh – inhibitors of C. elegans SKN-1. C. elegans VP596 Pgst-4::GFP/RFP ratio, acrylamide-induced, 24 h. inhibition, % at 21.8 µM. hit rate 0.49% among 360,000;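 active = interference check ratio from 0.5 to 1.5 plus GFP to RFP signal ratio inhibition reaching or exceeding a fixed threshold, cut at about 30% in these data, passing the limit was not always enough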; also: some compounds called inactive have numbers as strong as hits
STEP inh – STEP (human) phosphatase inhibition; recombinant STEP, OMFP fluorogenic substrate, fluorescence; inhibition, % at 20 µM; hit rate 0.25% among 360,000; AID 588621;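 active = inhibition at 20 µM, scaled per plate between control wells, above about 37%, limit read from the data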;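 also: 0% = DMSO with enzyme and substrate and 100% = substrate only without enzyme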
Target sequence (P54829 whole entry, looked up): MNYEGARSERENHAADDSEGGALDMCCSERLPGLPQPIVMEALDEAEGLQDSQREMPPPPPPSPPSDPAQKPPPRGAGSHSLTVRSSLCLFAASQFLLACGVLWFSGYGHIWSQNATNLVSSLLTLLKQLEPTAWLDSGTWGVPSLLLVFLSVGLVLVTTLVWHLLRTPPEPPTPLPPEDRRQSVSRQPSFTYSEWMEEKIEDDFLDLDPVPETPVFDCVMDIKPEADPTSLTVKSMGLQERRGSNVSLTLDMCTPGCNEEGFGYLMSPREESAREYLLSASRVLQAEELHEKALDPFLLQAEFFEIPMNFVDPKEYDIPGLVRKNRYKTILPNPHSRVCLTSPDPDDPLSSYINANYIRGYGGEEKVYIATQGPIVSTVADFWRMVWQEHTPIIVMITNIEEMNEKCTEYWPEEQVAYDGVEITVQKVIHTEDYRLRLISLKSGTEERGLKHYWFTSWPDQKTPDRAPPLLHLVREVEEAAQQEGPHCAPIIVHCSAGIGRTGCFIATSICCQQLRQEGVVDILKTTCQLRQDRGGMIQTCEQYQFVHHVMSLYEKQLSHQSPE
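Assay system: isolated STEP enzyme / Timing: 20 min at room temperature, dark / Doses: 20 µM, 1% DMSO / Technique: fluorescence intensity, excitation 480 nm, emission 540 nm / Reagent: fluorogenic phosphatase substrate OMFP at 25 µM final / Measure: percent inhibition scaled to no-enzyme and uninhibited-enzyme controls, plate-pattern corrected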
Neddyl block – blocks human cullin neddylation | hit rate 0.58% among 360,000 | TR-FRET cullin neddylation, biochemical | P61081+Q13564 | calls only at 25 µM; in the data active = inhibition above about 36%
Numbers without * were called inactive; i = inactive; · = not tested or not shown.

DNMT1 block	Scp-1 inhibitor	LMPTP block	NadD block	SKN-1 inh	STEP inh	SUMO1-SIM PPI	CendR NRP1 mod	Neddyl block	Tb MetRS inh	mol
-40	-10	3.7	19	15	-7	1	-2	·	0.0	COc1cc(OC)c(NC(=O)c2cc3ccccc3cc2O)cc1Cl
-133	22	-5.9	10	16	2	-104	18*	i	-0.3	C#CCOCCOCCOCCNc1nc(N2CCN(C(=O)CCCCCCCCCCNC(=O)Cn3cc(CCCCCN)nn3)CC2)nc(N2CCN(C(=O)CCCCCCCCCCNC(=O)Cn3cc(CCCCCN)nn3)CC2)n1
5	1	-3.3	6	-4	-1	4	1	i	-0.6	CCCCn1nc2cc(C(=O)NCc3cc(C(F)(F)F)cc(C(F)(F)F)c3)ccc2c1OCC
6	-7	-1.7	-8	-5	1	0	3	i	1.7	Cn1nc(C(F)(F)F)cc1C(=O)O
0	·	0.8	3	-27	17	-3	-2	i	-1.5	CN(Cc1ccccc1)C(=O)c1ccc(Cc2cn(C)c3ccccc23)nc1
-4	-4	-2.4	1	9	-3	1	-5	i	-0.2	Cc1ccc(C(O)P(=O)(OC(C)C)c2ccc(N(C)C)cc2)cc1 (stereo not drawn)
63*	19	5.5	4	10	10	1	-86	i	-0.3	CC(C)Cc1nnc(NC(=O)Cc2cccs2)s1
1	·	-2.3	37*	10	2	4	4	i	-0.1	C#CCN(C[C@H]1[C@H](OC(=O)NCC2CCCCC2)[C@H](OC(=O)NCC2CCCCC2)C[C@H]2C(=O)N(c3ccccc3)C(=O)[C@@H]12)S(=O)(=O)c1ccc(C)cc1
-2	-12	1.2	4	17	0	5	0	i	-0.5	CC(C)NC(=S)NNc1nc2ccccc2s1
-2	-3	-2.6	8	1	-4	-20	-14	i	-0.5	CN(C)c1ccc(N/C=C/C(=O)c2ccccc2)cc1

Random excerpt: two compounds from above, in no set order.
DNMT1 block	Scp-1 inhibitor	LMPTP block	NadD block	SKN-1 inh	STEP inh	SUMO1-SIM PPI	CendR NRP1 mod	Neddyl block	Tb MetRS inh	mol
0	·	0.8	3	-27	17	-3	-2	i	-1.5	CN(Cc1ccccc1)C(=O)c1ccc(Cc2cn(C)c3ccccc23)nc1
-133	22	-5.9	10	16	2	-104	18*	i	-0.3	C#CCOCCOCCOCCNc1nc(N2CCN(C(=O)CCCCCCCCCCNC(=O)Cn3cc(CCCCCN)nn3)CC2)nc(N2CCN(C(=O)CCCCCCCCCCNC(=O)Cn3cc(CCCCCN)nn3)CC2)n1

(cont.)
DNMT1 block	Scp-1 inhibitor	LMPTP block	NadD block	SKN-1 inh	STEP inh	SUMO1-SIM PPI	CendR NRP1 mod	Neddyl block	Tb MetRS inh	mol
2	-1	-1.3	-6	-16	-2	1	12	i	-0.7	COC(=O)CSc1nnc(C)n1-c1ccc(C)cc1
0	·	3.9	-7	14	-1	6	9	i	-0.1	COC(=O)c1ccc(CSc2ccccc2NC(=S)Nc2cccc(SC)c2)o1
-21	-5	1.7	0	10	-1	-3	3	i	-0.7	O=C1CN(c2nc(-c3cccnc3)nc3scc(-c4ccccc4)c23)CCN1
-2	·	-0.3	1	23	0	-1	4	i	-0.4	CN(C(=S)NC(=O)C1CCCC1)c1ccccc1
-3	-4	-0.2	0	1	-3	-4	-2	i	-1.0	CN(C)c1ccc(NC(=O)C[n+]2ccccc2)cc1
-1	3	-0.9	-6	-21	1	8	-20	i	-1.2	O=C(/C=C/c1ccco1)NC(=S)Nc1ccccc1Br
3	-5	-3.2	10	8	-1	5	-15	i	0.4	COc1cccc(N2CCN(C(=S)Nc3ccc(C)cc3C)CC2)c1
1	2	-1.0	-7	-6	-1	-9	4	i	-0.8	O=C(NCc1cccnc1)c1cc(-c2cccs2)on1
0	-5	-2.8	-5	26	-1	1	-4	i	-0.4	O=C(O)Cn1c(SCc2ccccc2)nc2ccccc21
11	6	0.0	-2	10	-2	2	19	i	0.4	CC(=O)c1ccc(N2CCN(C(=O)c3ccc4nc[nH]c4c3)CC2)cc1
2	-2	-2.7	-3	-8	-2	-10	2	i	-0.7	O=C(COc1ccccc1)Nc1ccc(C(=O)N2CCCC2)cc1
-6	-3	-0.5	-2	12	1	-2	7	i	0.1	COc1ccc(Cc2nc(-c3cccs3)no2)cc1
1	-3	1.3	-3	9	2	-6	6	i	0.4	O=C1COc2ccc(C(=O)COC(=O)Cc3ccsc3)cc2N1
2	-4	-1.6	-3	-5	1	-3	0	i	-0.2	O=C(NC1CCN(C(=O)Nc2cccc(F)c2)CC1)C1CCCCC1
2	-3	0.7	-1	5	0	1	23*	i	-0.4	CN(Cc1ncc[nH]1)C(=O)CC1C(=O)NCCN1Cc1c(F)cccc1Cl (stereo not drawn)
1	-5	-1.3	-1	13	2	-3	-1	i	-0.4	Cc1ccc(S(=O)(=O)N2CCN(C(=O)COc3ccc(-c4nnco4)cc3)CC2)cc1
0	6	-2.0	-10	-1	0	1	0	i	-0.3	CCO[C@@H]1OC(C(=O)N2CCN(C)CC2)=C[C@H](c2csc3ccccc23)[C@H]1CCCO
-2	-8	-1.4	-2	2	-3	-23	-11	i	-0.4	O=C(N/N=C/c1cccc([N+](=O)[O-])c1)C1CC(=O)N(c2ccc(F)cc2)C1 (stereo not drawn)
-3	-5	-0.7	10	-3	4	5	7	i	0.4	CCC1CCCCN1S(=O)(=O)c1ccc(C(=O)Nc2nnc(C3CC3)o2)cc1 (stereo not drawn)
0	-2	0.2	-5	5	-2	2	-2	i	0.3	O=C(NC1=NCCS1)c1ccc(Br)s1
0	-7	-0.7	-4	15	-1	1	-2	i	-0.3	Cc1ccc(NC(=O)c2cc(S(=O)(=O)N3CCCC3)cn2C)cc1
2	-5	-0.5	2	15	10	2	-5	i	0.1	O=C(c1nc2ccccc2s1)N1CCSCC1
-3	-18	2.0	-8	11	2	8	5	i	0.5	Cc1cccc(N(O)C(=O)Nc2cccc(Cl)c2)c1
1	-5	-1.0	-4	-6	0	4	2	i	-0.4	CC(NC(=O)COc1ccccc1)C(=O)N1CCN(c2ccccc2)CC1 (stereo not drawn)
9	-2	0.5	1	19	-6	9	-5	i	-0.5	COc1ccc(C(C(=O)NC(C)(C)C)N(CCc2ccccc2)C(=O)CCC(=O)Nc2cc(C)on2)cc1 (stereo not drawn)
-1	3	-1.0	-5	-4	-1	-1	-2	i	-0.4	COc1nonc1NCn1nc(C)cc1C
-2	-8	2.7	-6	-7	0	1	-14	i	0.0	Cc1ccc(C)c(OCCC(=O)OCC(=O)Nc2cccc(S(=O)(=O)N3CCCC3)c2)c1
1	-4	-2.6	-11	-6	-1	-3	0	i	-0.6	OCCC1CN(Cc2ccc(Oc3ncccn3)cc2)CCN1Cc1ccc(F)c(F)c1 (stereo not drawn)
4	7	-0.6	-2	14	1	-4	-3	i	-0.6	O=C(COc1coc(CN2CCN(c3ccccc3)CC2)cc1=O)N1CCc2ccccc21
-2	-2	-0.1	-4	6	-2	-6	7	i	0.5	COc1cccc(-c2cc(C(=O)N3CCc4ccccc4C3)[nH]n2)c1
4	-10	-1.1	-4	-18	4	-1	13	i	0.3	O=C(C1CCCO1)N1CCN(C(=S)Nc2cc(F)cc(F)c2)CC1 (stereo not drawn)
1	·	3.3	-8	28	4	0	9	i	-1.3	CCOC(=O)C1=C[C@@H](CC)N(S(=O)(=O)c2ccc(C)cc2)[C@H]1c1ccccc1
0	-5	0.0	0	8	-2	1	-10	i	-0.3	Cc1cc(NC(=O)CSc2nnc(CNc3cccc(C(F)(F)F)c3)n2Cc2ccco2)no1
-3	-9	0.0	-2	8	-1	-26	-2	i	-1.5	O=C1CN(/N=C/c2ccc([N+](=O)[O-])o2)C(=O)N1
-16	-10	1.1	-4	14	-1	0	-13	i	-0.4	COc1cccc(C(=O)Oc2cc(N)n(S(=O)(=O)c3ccc(C)cc3)n2)c1OC
1	7	-1.8	1	-21	1	2	-10	i	-0.8	CC1CC2CCCC(O)=C2C(=O)O1 (stereo not drawn)
-4	-8	1.9	-5	9	1	3	-5	i	-0.3	COc1ccc(CC(=O)Nc2ccccc2N2CCCC2)cc1
0	-2	-0.8	4	4	2	11	13	i	0.0	CC(=O)Nc1ccc(NC(=O)CSc2ccc3nnc(-c4ccccn4)n3n2)cc1
-3	1	0.1	5	14	0	0	-4	i	-0.1	C[C@@H]1CC[C@@]23COC(=O)C2=CCC[C@@H]3[C@@]1(C)CC/C(=C/CO)CO
0	-12	-1.8	-5	5	-4	1	-1	i	0.4	O=C(Nc1cccnc1)OC1CCCCC1
0	-10	-1.0	-1	-7	0	0	7	i	0.4	c1ccc2[nH]c(SCc3cn4cccnc4n3)nc2c1
1	-8	-0.3	-2	-7	1	-4	4	i	-0.8	Cc1ccc(NC(=O)CN(C)C(=O)CSc2nc(C)cc(C)n2)cc1
0	-4	-0.4	4	48*	3	6	-10	i	-0.4	CCCCSc1[nH]c(=O)c(C(=O)OCC)cc1C#N
3	6	-2.3	-4	4	2	-1	-8	i	-1.3	COc1ccc(OC)c(CN2CCN(CCCc3ccccc3)C(CCO)C2)c1 (stereo not drawn)
-1	-7	-0.6	-4	-33	-4	3	-13	i	-0.5	c1ccc2c(c1)CCCn1nnnc1-2
-2	-9	0.7	-6	-4	0	-1	9	i	-0.3	Cc1ccc(NC(=O)CCCCCN2C(=O)[C@@H]3Cc4ccccc4CN3C2=O)cc1
